EWS-Fli block: EWS/Fli-driven NR0B1 reporter inhibitors, primary screen, A673 cells, NR0B1 luciferase, luminescence, MLPCN library; 350,000 tested, 0.67% active; inhibition, % at 12.6 µM; AID 651661, 2012; viability-normalised;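 active = mean inhibition of at least 50% after viability correction, with every replicate also passing that limit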;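 note: firefly luciferase signal divided by Alamar Blue viability fluorescence both relative to DMSO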
PAX8 reporter: inhibitors of PAX8-driven TPO luciferase reporter, primary screen, RMG-I cells, single concentration | 360,000 tested, 1.2% active | SteadyGlo, 24 h | inhibition, % at 12.6 µM;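 active = mean replicate inhibition at least 60% with every replicate also reaching 60%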;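 note: luciferase light reporting Pax8 driven TPO promoter activity; plate controls were median of neutral control wells for no effect and mitoxantrone controls for full effect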
FN deposit inh: inhibitors of fibronectin matrix deposition, primary screen, AH1F cells, Alexa488-fibronectin fluorescence, plate reader; AH1F fibroblasts, overnight; inhibition, % at 12.6 µM; 350,000 tested, 0.086% active;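 active = mean inhibition across replicates of 30% or more, regardless of how many single replicates reach that level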;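 note: positive control wells lacked labelled fibronectin entirely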
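Material: AH1F fibroblasts assembling fluorescent fibronectin matrix; amount: 10000 AH1F cells/well; medium: DMEM, 2% serum; reagent: Alexa488-fibronectin, 24 nM final in well; dosing: single compound dose, delivered by pin transfer; incubation: 1 h adhesion, overnight exposure; detection: fluorescence after three HBSS washes, excitation 485 nm, emission 525 nm; measure: fibronectin deposition inhibition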
miR122 inh: miR-122 Renilla sensor signal increase in Huh7, primary screen, miR-122 inhibitor project, cell-based, single point, plate reader. Huh7 miR-122 Renilla luciferase sensor, 48 h; neutral wells = 0, positive control = 100. activation (reporter increase), % at 12.5 µM. 340,000 tested, 0.3% active;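 active = mean replicate activation score at least 90 and every replicate individually at or above 90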;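 note: higher luciferase means less miR-122 activity so hits act as miR-122 inhibitors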
Casp6 inh: human caspase-6 inhibitors, primary screen, biochemical, VEID-R110 fluorescence, single point, set 2; purified caspase-6, Z-VEID-R110 cleavage fluorescence; inhibition, % at 12.5 µM; 350,000 tested, 0.53% active;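 active = mean inhibition across replicates at least about 35%, with every replicate also reaching that limit, limit read from the data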;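 note: 0% = median of neutral control wells and 100% = no fluorescence left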
Target sequence (P55212 24-179 limits assumed): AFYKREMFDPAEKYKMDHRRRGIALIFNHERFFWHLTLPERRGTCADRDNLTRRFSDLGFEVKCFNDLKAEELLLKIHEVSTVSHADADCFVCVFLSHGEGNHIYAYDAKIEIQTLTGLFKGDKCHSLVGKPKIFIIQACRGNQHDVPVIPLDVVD
Target sequence (P55212 194-293 limits assumed): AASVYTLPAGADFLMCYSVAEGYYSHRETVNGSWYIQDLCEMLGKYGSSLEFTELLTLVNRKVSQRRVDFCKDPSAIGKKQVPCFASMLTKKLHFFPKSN
PGC1a acetyl inh: inhibitors of PGC1a acetylation signal, primary screen, cell-based, U2OS, AlphaScreen, inhibitor mode; AlphaScreen anti-acetyl-lysine; with virally co-expressed GCN5 acetyltransferase; inhibition, % at 15.6 µM; 350,000 tested, 0.17% active; AID 651687, 2012;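 active = every replicate shows inhibition of at least 40%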;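 note: 0% = neutral control wells and 100% = positive control wells; some results beyond the cut were filed as inactive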
LGR2 inh: inhibitors of bursicon-induced LGR2 CRE-luciferase signal, primary screen, cell-based, HEK293, CRE-luciferase reporter, bursicon stimulation | 380,000 tested, 0.35% active | inhibition, % at 9.99 µM | AID 720647, 2013 | bursicon-stimulated, 4 h | Drosophila bursicon receptor LGR2 (rickets);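 active = drop in luminescence signal, shown as inhibition above about 50% in the replicate tests, limit read from the data, passing the limit was not always enough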;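 note: agonist challenge used bursicon conditioned medium at about half maximal strength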
Cneo AK release: Cryptococcus neoformans cell lysis inducers, primary screen, AK release luminescence, single concentration; C. neoformans lysis, adenylate kinase release luminescence, 4 h; normalised: neutral wells 0, clomiphene wells 100; lysis activity, % at 15 µM; 360,000 tested, 0.2% active; AID 651654, 2012;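 active = mean lysis activity across replicates of at least 80%, whatever share of replicates individually reach that level; inactive = mean lysis activity below 80%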
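read-out = cell lysis signal | test system = log-phase Cryptococcus neoformans yeast cells | input = cells at 5 × 10^6 per mL | medium = fresh YPD growth medium | signal = luminescent adenylate kinase detection reagent | timing = 4 h at 37 °C static, read 1 h later | dosing = single dose | controls = Clomiphene as positive lysis control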
* hit, by the source's call; [ ] = another dose, or the depositor's remark.

What do the screens show for `CC1CCN(C(=O)CSc2nc(C(C)C)nc3c2c(=O)n(C)c(=O)n3C)CC1`?
EWS-Fli block: -5; PAX8 reporter: 30; FN deposit inh: -4; Casp6 inh: 0; LGR2 inh: -6; Cneo AK release: 12

What do the screens show for `Cc1noc(C)c1S(=O)(=O)N(C)C[C@H]1Oc2ccc(N(C)C)cc2CC(=O)N([C@H](C)CO)C[C@H]1C`?
EWS-Fli block: -2; PAX8 reporter: -10; FN deposit inh: -4; miR122 inh: 4[16.7 µM]; PGC1a acetyl inh: 6; LGR2 inh: 4; Cneo AK release: -8

Results for CCn1cc(S(=O)(=O)c2ccc(OC)cc2)c(=O)c2cc(F)c(N3CCN(C)CC3)cc21 ?
EWS-Fli block: -36; PAX8 reporter: -9; FN deposit inh: -7; miR122 inh: 8; Casp6 inh: 1; PGC1a acetyl inh: 10; LGR2 inh: 5; Cneo AK release: 5

How did CO[C@H](CN(C)C(=O)c1ccc2c(c1)OCO2)[C@H](C)CN([C@@H](C)CO)S(=O)(=O)c1ccccc1 do in these assays?
EWS-Fli block: -4; FN deposit inh: -10; Casp6 inh: 2; PGC1a acetyl inh: 6; LGR2 inh: -6; Cneo AK release: 1

What do the screens show for `CC(C)NC(=O)Nc1cccc2c1O[C@@H](CN(C)C(=O)Nc1ccccc1)[C@H](C)CN([C@H](C)CO)C2=O`?
EWS-Fli block: 0; PAX8 reporter: 2; FN deposit inh: 0; miR122 inh: -7[16.7 µM]; Casp6 inh: 1; PGC1a acetyl inh: 6; LGR2 inh: -2; Cneo AK release: -4

What do the screens show for `COc1ccccc1NC(=O)C1=C(C)Nc2nc(CCCO)nn2C1c1cccnc1` (configuration not stated)?
miR122 inh: -6; PGC1a acetyl inh: -1; LGR2 inh: -8; Cneo AK release: 1

What do the screens show for `COc1ccc(-c2cc3nc4c(c(=O)n3[nH]2)CCC4)cc1`?
PAX8 reporter: -121; FN deposit inh: 4; miR122 inh: 7; PGC1a acetyl inh: -5; Cneo AK release: 2

How did CC(C)NC(=O)C(=O)NCCC1CCCCN1S(=O)(=O)c1cccs1 (configuration not stated) do in these assays?
EWS-Fli block: -8; PAX8 reporter: 2; FN deposit inh: -11; miR122 inh: 1; Casp6 inh: 26; LGR2 inh: 3; Cneo AK release: 2

Results for Cc1nn(-c2ccccc2)c(C)c1NC(=O)COC(=O)CC(C)c1ccccc1 (configuration not stated) ?
EWS-Fli block: -8; PAX8 reporter: -20; FN deposit inh: 2; miR122 inh: -2; Casp6 inh: 1; PGC1a acetyl inh: -4; LGR2 inh: -1

What do the screens show for `O=C(c1ccc(S(=O)(=O)N2CCC(c3nc4ccccc4[nH]3)CC2)cc1)N1CCOCC1`?
FN deposit inh: 0; miR122 inh: -8; PGC1a acetyl inh: 0; LGR2 inh: 10; Cneo AK release: 0

What do the screens show for `CCN(Cc1ccccc1)S(=O)(=O)c1ccc(C(=O)N(CCCN(C)C)c2nc3c(C)c(C)ccc3s2)cc1`?
EWS-Fli block: 21; PAX8 reporter: 0; Casp6 inh: -4; PGC1a acetyl inh: -28; LGR2 inh: 13; Cneo AK release: -7

What do the screens show for `COc1cc(/C=N/NC(=O)c2ccncc2)ccc1OCC(=O)Nc1ccc(C)c(C)c1`?
EWS-Fli block: -53; PAX8 reporter: -55; FN deposit inh: 0; Casp6 inh: 2; LGR2 inh: 4; Cneo AK release: 0

What do the screens show for `Cc1cc(C)n(-c2cc(N3CCOCC3)nc(-c3ccccc3)n2)n1`?
EWS-Fli block: 7; miR122 inh: -4; Casp6 inh: -1; PGC1a acetyl inh: -9; LGR2 inh: -6; Cneo AK release: 3

What do the screens show for `Cc1ccc(NC(=O)CSC2=Nc3ccccc3C3CC=NN23)c(C)c1` (configuration not stated)?
PAX8 reporter: 11; FN deposit inh: -5; miR122 inh: -13; PGC1a acetyl inh: -4; Cneo AK release: 0

What do the screens show for `O=C(COC(=O)c1cc(=O)[nH]c2ccccc12)c1cccs1`?
EWS-Fli block: 3; PAX8 reporter: 12; FN deposit inh: 6; Casp6 inh: 3; PGC1a acetyl inh: -1; LGR2 inh: 25

Sorted by molar mass (descending): part of the list above
Results for CCn1cc(S(=O)(=O)c2ccc(OC)cc2)c(=O)c2cc(F)c(N3CCN(C)CC3)cc21 ?
EWS-Fli block: -36; PAX8 reporter: -9; FN deposit inh: -7; miR122 inh: 8; Casp6 inh: 1; PGC1a acetyl inh: 10; LGR2 inh: 5; Cneo AK release: 5

How did CC(C)NC(=O)C(=O)NCCC1CCCCN1S(=O)(=O)c1cccs1 (configuration not stated) do in these assays?
EWS-Fli block: -8; PAX8 reporter: 2; FN deposit inh: -11; miR122 inh: 1; Casp6 inh: 26; LGR2 inh: 3; Cneo AK release: 2

What do the screens show for `COc1ccc(-c2cc3nc4c(c(=O)n3[nH]2)CCC4)cc1`?
PAX8 reporter: -121; FN deposit inh: 4; miR122 inh: 7; PGC1a acetyl inh: -5; Cneo AK release: 2

(more compounds)
What do the screens show for `CS(=O)(=O)C1=NSC2=NC(=O)/C(=C\c3ccc(OS(=O)(=O)c4ccccc4)cc3)C(=N)N21`?
PAX8 reporter: -51; FN deposit inh: -3; miR122 inh: -7; Casp6 inh: 9; LGR2 inh: -26; Cneo AK release: -1

Results for CCOC(=O)c1ccc(NC(=O)CSc2nc(=O)n3cccc(C)c3n2)cc1 ?
EWS-Fli block: -4; PAX8 reporter: 10; FN deposit inh: -12; miR122 inh: -7; Casp6 inh: -5; PGC1a acetyl inh: 6; LGR2 inh: -1; Cneo AK release: 0

What do the screens show for `Cc1ccc(C(=O)C2=C(O)C(=O)N(Cc3ccco3)C2c2cccc(Br)c2)o1` (configuration not stated)?
PAX8 reporter: 1; FN deposit inh: -3; miR122 inh: -6; Casp6 inh: 33; LGR2 inh: 3; Cneo AK release: 3

What do the screens show for `COc1cc(Cl)ccc1OCc1cc(C(=O)N2CCN(c3ccccn3)CC2)no1`?
PAX8 reporter: 3; FN deposit inh: -2; miR122 inh: 1; Casp6 inh: 6; PGC1a acetyl inh: 7; LGR2 inh: 12; Cneo AK release: 0

How did CCN1[C@@H]2c3ccc(C4=CCCC4)c(=O)n3C[C@H]1[C@H](CO)[C@H]2C(=O)N[C@@H](C)c1ccccc1 do in these assays?
EWS-Fli block: 5; PAX8 reporter: -7; miR122 inh: -3[16.7 µM]; Casp6 inh: -1; PGC1a acetyl inh: 15; LGR2 inh: -8; Cneo AK release: -2

What do the screens show for `COc1ccc(CCC(=O)NC2=NCCS2)cc1OC`?
FN deposit inh: -1; miR122 inh: 5; PGC1a acetyl inh: 6; Cneo AK release: 1

How did N/C(=N\OC(=O)c1cccnc1)c1ccccc1Cl do in these assays?
EWS-Fli block: -58; PAX8 reporter: -134; FN deposit inh: -2; miR122 inh: -5; LGR2 inh: -83

How did C=CCNC(=S)NC(=O)c1oc2ccccc2c1C do in these assays?
EWS-Fli block: -97; PAX8 reporter: -44; FN deposit inh: 4; miR122 inh: 2; PGC1a acetyl inh: -5; LGR2 inh: -97

What do the screens show for `COc1cccc(/C=C2\Oc3cc(OCC(=O)N4CCCC4)ccc3C2=O)c1OC`?
EWS-Fli block: -5; PAX8 reporter: -26; FN deposit inh: 8; Casp6 inh: 2; LGR2 inh: -8; Cneo AK release: -18

What do the screens show for `O=C(O)Cn1c(P(=O)(O)c2ccccc2)nc2ccccc21`?
PAX8 reporter: 11; FN deposit inh: 7; miR122 inh: -3; PGC1a acetyl inh: 9; Cneo AK release: 3

What do the screens show for `Cn1cc(-c2coc3c(C(=O)Nc4ccccc4)cccc23)cn1`?
EWS-Fli block: -54; PAX8 reporter: 13; FN deposit inh: 7; miR122 inh: 5; Casp6 inh: 6; PGC1a acetyl inh: -2; LGR2 inh: -64; Cneo AK release: 2

How did CCN1C(=S)N[C@@H](CCc2ccccc2)C(C(=O)OC)=C1C do in these assays?
EWS-Fli block: 0; PAX8 reporter: 4; FN deposit inh: 3; LGR2 inh: 9; Cneo AK release: 39

How did N/C(=N\OC(=O)C1CCCCC1)c1ccc(Cl)cc1 do in these assays?
EWS-Fli block: -69; FN deposit inh: -3; miR122 inh: 3; Casp6 inh: -1; PGC1a acetyl inh: 5; LGR2 inh: -79; Cneo AK release: 2

Results for COc1cc(CCC(=O)Nc2ccc(Br)c(C(F)(F)F)c2)cc(OC)c1OC ?
EWS-Fli block: 8; PAX8 reporter: -8; FN deposit inh: 3; miR122 inh: -1; PGC1a acetyl inh: -12; LGR2 inh: -5; Cneo AK release: -6

Results for CN(C)c1ccc(NC(=O)CSc2nnc(-c3cnccn3)n2C)cc1 ?
EWS-Fli block: -10; PAX8 reporter: -29; FN deposit inh: -7; miR122 inh: -9; Casp6 inh: -3; PGC1a acetyl inh: -2; LGR2 inh: -2; Cneo AK release: -1

How did COc1ccc(F)cc1CN1CCN(C(=O)CCC(=O)Nc2nnc(CC(C)C)s2)CC1 do in these assays?
EWS-Fli block: -4; PAX8 reporter: -9; FN deposit inh: 2; miR122 inh: -1; Casp6 inh: 1; PGC1a acetyl inh: -8; LGR2 inh: -2; Cneo AK release: -1

What do the screens show for `COc1ccc(CCC(=O)NNC(=O)Nc2cc(Cl)ccc2C)cc1`?
PAX8 reporter: 6; FN deposit inh: -5; Casp6 inh: 1; LGR2 inh: -12; Cneo AK release: -3

What do the screens show for `Cc1ccc(-n2nc3c(c2NC(=O)C2CC2)CS(=O)(=O)C3)cc1`?
EWS-Fli block: -7; PAX8 reporter: -10; FN deposit inh: 3; miR122 inh: -5; Casp6 inh: -1; PGC1a acetyl inh: 4; LGR2 inh: 10; Cneo AK release: 6

Results for CC(=O)NCC(=O)N1CCCC(C(=O)c2ccc3c4c(cccc24)CC3)C1 (configuration not stated) ?
EWS-Fli block: -2; PAX8 reporter: 24; FN deposit inh: -4; Casp6 inh: 5; LGR2 inh: 9

Results for C[C@H](CO)N1C[C@H](C)[C@H](CN(C)S(C)(=O)=O)Oc2c(NC(=O)Nc3ccccc3)cccc2C1=O ?
EWS-Fli block: 8; PAX8 reporter: -13; miR122 inh: -5[16.7 µM]; Casp6 inh: 1; PGC1a acetyl inh: 2; LGR2 inh: 5; Cneo AK release: 0

How did COc1ccccc1NC(=O)N1[C@@H]2CNC[C@H]1[C@@H]2c1ccc(-c2ccc(C#N)cc2)cc1 do in these assays?
EWS-Fli block: 54*; PAX8 reporter: -5; FN deposit inh: -11; Casp6 inh: 1; PGC1a acetyl inh: 1; LGR2 inh: 19

How did CN(C)/C=C(/C(=O)c1ccccc1)S(=O)(=O)c1ccc(Cl)cc1 do in these assays?
EWS-Fli block: 6; PAX8 reporter: 9; FN deposit inh: 2; Casp6 inh: 3; LGR2 inh: -19

Results for C[C@H](CO)N1C[C@H](C)[C@H](CN(C)Cc2ccncc2)Oc2ccc(NS(=O)(=O)c3ccc(Cl)cc3)cc2CC1=O ?
EWS-Fli block: -1; PAX8 reporter: 11; FN deposit inh: 2; miR122 inh: 13[16.7 µM]; Casp6 inh: -1; PGC1a acetyl inh: 0; LGR2 inh: -25; Cneo AK release: -3

Screening data deposited in PubChem BioAssay by Broad Institute.
